# aSyn yeast inh = qHTS of alpha-syn Inhibitors | Yeast expressing alpha-synuclein, growth rescue, BacTiter-Glo, 24 h | Potency, µM (series often up to 46.1 µM), inactives show top-dose growth rescue (activation), hits mostly activators | 370,000 tested, 0.14% active; also: % of control where 0% means no effect; nearly all actives have a fitted effect of over 65% in size
#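 Rescue of yeast growth: cells expressing toxic alpha-synuclein, induced in galactose at OD600 0.02, incubated with compound 24 h at 30 C. ATP luminescence quantified growth; inhibitors of toxicity appear as activators.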
# EPAC2 agonist = qHTS for Agonist of cAMP-regulated guanine nucleotide exchange factor 4 (EPAC2): primary screen. Potency, µM (top dose mostly 154 µM), for inactives: top-dose activation, most hits filed as activators. Rap guanine nucleotide exchange factor 4 (Homo sapiens), Q8WZA2. EPAC2 activation, biochemical qHTS; response scale: 100% = 6.5 mM cAMP response. 360,000 tested, 0.079% active; also: nearly all actives have a fitted effect of over 50% in size
# Target sequence (Q8WZA2 whole entry, looked up): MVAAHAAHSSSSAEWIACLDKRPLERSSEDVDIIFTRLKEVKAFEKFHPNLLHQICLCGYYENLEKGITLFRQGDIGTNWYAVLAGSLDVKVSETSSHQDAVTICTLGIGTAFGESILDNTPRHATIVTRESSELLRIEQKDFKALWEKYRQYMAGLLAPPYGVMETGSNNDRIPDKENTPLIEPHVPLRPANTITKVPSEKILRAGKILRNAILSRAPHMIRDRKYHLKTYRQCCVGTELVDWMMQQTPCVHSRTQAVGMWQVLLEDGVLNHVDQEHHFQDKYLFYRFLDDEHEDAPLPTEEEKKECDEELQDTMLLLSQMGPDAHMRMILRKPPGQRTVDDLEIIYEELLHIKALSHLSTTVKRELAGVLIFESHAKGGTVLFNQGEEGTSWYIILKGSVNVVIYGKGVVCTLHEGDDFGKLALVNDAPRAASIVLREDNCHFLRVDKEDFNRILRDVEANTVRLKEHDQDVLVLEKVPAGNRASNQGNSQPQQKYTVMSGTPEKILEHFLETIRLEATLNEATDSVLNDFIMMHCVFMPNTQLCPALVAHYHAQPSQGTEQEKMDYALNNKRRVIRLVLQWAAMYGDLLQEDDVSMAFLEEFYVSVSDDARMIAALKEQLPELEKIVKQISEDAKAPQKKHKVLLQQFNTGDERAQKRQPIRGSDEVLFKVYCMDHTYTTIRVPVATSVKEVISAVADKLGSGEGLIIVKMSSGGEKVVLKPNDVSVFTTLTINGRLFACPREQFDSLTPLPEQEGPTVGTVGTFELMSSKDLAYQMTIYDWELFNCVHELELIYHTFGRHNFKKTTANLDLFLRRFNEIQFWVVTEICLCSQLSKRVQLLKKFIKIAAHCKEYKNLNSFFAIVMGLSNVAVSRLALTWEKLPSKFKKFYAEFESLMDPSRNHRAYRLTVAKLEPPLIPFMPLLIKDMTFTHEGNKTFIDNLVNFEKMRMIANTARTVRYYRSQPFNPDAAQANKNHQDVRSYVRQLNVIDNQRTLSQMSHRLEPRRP
#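 Nucleotide exchange monitored as fluorescence drop when BODIPY-GDP leaves Rap1B. Reaction: 100 nM EPAC2, 250 nM RAP1B-BODIPY-GDP, 50 uM GDP, room temperature, kinetic read over 30 min. Activity expressed relative to 6.5 mM cAMP.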
# EPAC1 ag = qHTS for Agonist of cAMP-regulated guanine nucleotide exchange factor 3 (EPAC1): primary screen | Rap guanine nucleotide exchange factor 3 (Homo sapiens), O95398 | EPAC1 agonist qHTS, biochemical assay; response scale: 100% = response to 6.5 mM cAMP | Potency, µM (highest dose often 154 µM), inactives show at the top dose activation, most hits filed as activators | 360,000 tested, 0.073% active | AID 720707, 2013; also: nearly all actives have a fitted effect of over 60% in size
#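 Fluorescent GDP-exchange assay: 100 nM EPAC1 with 250 nM Rap1B preloaded with BODIPY-GDP and 50 uM GDP; compounds tested as concentration series, 5 min at room temperature, then read every 5 min for 30 min (ex 480/em 540 nm); normalized to 6.5 mM cAMP.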
# PTHR1 agonist = qHTS for PTHR1 Agonists: Primary Screen. Potency, µM (top dose mostly 115 µM), for inactives: top-dose activation, hits mostly activators. HEK293 GP2 PTHR1 cells, GloSensor cAMP luminescence, 1 h. 410,000 tested, 0.075% active; also: nearly all actives have a fitted effect of over 55% in size; some results filed as inactive show a strong effect at the top dose; inactives centre near -15; many of its hits are not listed in these tables
#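 HEK-293-derived GP2 cells expressing PTHR1 and a GloSensor cAMP reporter, 3,000/well, plated overnight, given luciferin plus IBMX (each 0.5 mM as added) for 1 h at 37 °C, then compound for 1 h at 37 °C. Luminescence was read after 15 min at room temperature.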
# EPAC1 antag = qHTS for Antagonist of cAMP-regulated guanine nucleotide exchange factor 3 (EPAC1): primary screen; Rap guanine nucleotide exchange factor 3 (Homo sapiens), O95398; EPAC1 GEF assay, Rap1b-BODIPY-GDP exchange fluorescence; Potency, µM (series often up to 115 µM), for inactives: at the highest dose activity change, negative = inhibition, actives largely listed as inhibitors; 360,000 tested, 0.14% active; AID 720709, 2013;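 also: plate controls were vehicle for no effect and positive control for full effect; nearly all actives have a fitted effect of over 50% in size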
# EPAC2 antagonist = qHTS for Antagonist of cAMP-regulated guanine nucleotide exchange factor 2 (EPAC2): primary screen; EPAC2 GEF exchange of Rap1B-BODIPY-GDP, fluorescence; Potency, µM (series often up to 114 µM), for the others: at the top dose activity, negative = inhibition, hits mostly inhibitors; Rap guanine nucleotide exchange factor 4 (Homo sapiens), Q8WZA2; 360,000 tested, 0.18% active; also: % is scaled to controls: 0 for no effect and ±100 for the full control effect; nearly all actives have a fitted effect of over 45% in size; many of its hits are not listed in these tables
# FUS yeast rescue = qHTS for Suppressors of FUS Proteinopathy: Primary screen using FUS-linked yeast assay; S. cerevisiae FUS-expressing, growth rescue, OD600, 24 h; Potency, µM (doses to about 76.6 µM), without a hit: at the highest dose growth rescue (activation), hits mostly activators; 390,000 tested, 0.24% active; AID 1347120, 2019;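 also: plate controls were DMSO vehicle for no effect and reference control for full effect; nearly all actives have a fitted effect of over 55% in size; some results filed as inactive show a strong effect at the top dose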
#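 Compound concentration series was pinned onto galactose-induced FUS-expressing yeast seeded at OD 0.005. Plates sat 24hr at 30C; absorbance at 600 nm gave growth. DMSO served as background control.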
# TDP-43 yeast inh = qHTS of TDP-43 Inhibitors | 410,000 tested, 1.8% active | AID 652104, 2013 | Potency, µM (series often up to 46.1 µM), for inactives: at the top dose growth rescue (activation), hits mostly activators | TDP-43 expressing yeast growth rescue, BacTiter-Glo, 24 h; also: % of control where 0% means no effect; nearly all actives have a fitted effect of over 50% in size
#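 Luminescence from BacTiter-Glo reports growth of TDP-43-expressing yeast after 24 hr at 30 deg C with compound. Cells were raffinose-pregrown to mid-log, then seeded in galactose medium at OD600=0.02.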
# Numbers without * were called inactive; i = inactive; ? = inconclusive; & = joins results of further samples; [ ] = dose if it differs, or a comment. Calls follow the shape of the dose curve; as a rule, active = well fitted curve in the direction sought with a large enough effect; inconclusive = small, poorly fitted or top-dose-only effect, or another doubt; inactive = no such curve, though single readings can be large; an effect the other way counts as inactive or inconclusive. Potency is read from the fitted curve at half-maximal effect. The list is partial, so the mix of outcomes need not match the whole.
# Codes: A = aSyn yeast inh; B = EPAC2 agonist; C = EPAC1 ag; D = PTHR1 agonist; E = EPAC1 antag; F = EPAC2 antagonist; G = FUS yeast rescue; H = TDP-43 yeast inh
C/C(=N\NC(=O)c1nnn(-c2nonc2N)c1-c1ccccc1)c1ccccc1O
  A: -5% | B: 12% | C: 2% | D: ? | E: -11% | F: 10% | G: 7% | H: -14%

C/C(=N\NC(=O)Cn1nc(C)cc1C)c1ccc([N+](=O)[O-])cc1
  A: -6% | B: 10% | C: -11% | D: -40%[inhibitor] | E: 0% | F: 11% | G: 8% | H: -7%

CCc1nnc2c(N(C)C)nc3ccccc3n12
  A: -3% | B: -1% | C: 1% | D: i | E: -6% | F: 22% | G: -39% | H: 11%

O=C1CCN(Cc2ccc(Br)cc2)CCN1[C@H](CO)Cc1ccccc1
  A: 4% | B: 3% | C: 14% | D: i | E: 0% | F: -8% | G: 17% | H: 9%

C=CCNC(=O)c1c(Cl)cnn1-c1ccc(C)cc1
  A: -1% | B: -5% | C: -7% | D: i | E: 6% | F: -9% | G: -4% | H: -2%

CN(C(=O)COC(=O)Cc1c(Cl)cccc1Cl)c1c(N)n(Cc2ccccc2)c(=O)[nH]c1=O
  A: -5% | B: -14% | C: 6% | D: i | E: 3% | F: 0% | G: 19% | H: -23%

OC(COc1ccc2cc(Br)ccc2c1)CN1CCCC1 (stereo not drawn)
  A: 0% | B: 4% | C: -11% | D: i | E: 9% | F: 9% | G: 19% | H: -29%

O=S(=O)(Nc1ccc(Cc2ccncc2)cc1)N1CCCC1
  A: -10% | B: 8% | C: -5% | D: -1%[57.5 µM] | E: 5% | F: -2% | G: 2% | H: -9%

FC(F)(F)c1cccc(N2CCN(CC3CC4C=CC3C4)CC2)c1 (stereo not drawn)
  A: 0% | B: 9% | C: 4% | D: -29% | E: 12% | F: 0% | G: 0% | H: -13%

O=C(Cn1cnc(S(=O)(=O)N2CCCC2)c1)Nc1cccc(F)c1
  A: 0% | B: 0% | C: 6% | D: i | E: 9% | F: -1% | G: -3%&6% | H: -12%&0%

Cc1oc2ccc(NS(=O)(=O)c3ccc(F)cc3)cc2c1C(=O)O
  A: -2%&-3% | B: 10% | C: -7% | D: -14% | E: 1% | F: 2% | G: 23%&-9% | H: 0%&1%

Cc1nc(SCC(=O)NCC2CCCO2)[nH]c(=O)c1C (stereo not drawn)
  A: 7% | B: 8% | C: 9% | D: -63%[inhibitor] | E: -27% | F: -23% | G: 1% | H: 1%

COc1cccc(CN(C(=O)c2ccccc2)C2CCS(=O)(=O)C2)c1 (stereo not drawn)
  A: 2% | B: -9% | C: -5% | D: -25% | E: 0% | F: -12% | G: -6% | H: 7%

Cn1ncc(Cl)c1C(=O)N1CCN(C23CC4CC(CC(C4)C2)C3)CC1
  A: 7% | B: 14% | C: -11% | D: ? | E: -16% | F: -4% | G: ? | H: -22%

NC(N)=N/N=C/c1ccc(Cl)cc1Cl
  A: -1% | B: 8% | C: 10% | D: -4% | E: 9% | F: -10% | G: 8% | H: 4%

# Full records, quoted from the list.
# Entry for CCc1nnc2c(N(C)C)nc3ccccc3n12 → aSyn yeast inh: -3%; EPAC2 agonist: -1%; EPAC1 ag: 1%; PTHR1 agonist: i; EPAC1 antag: -6%; EPAC2 antagonist: 22%; FUS yeast rescue: -39%; TDP-43 yeast inh: 11%
# Entry for Cn1ncc(Cl)c1C(=O)N1CCN(C23CC4CC(CC(C4)C2)C3)CC1 → aSyn yeast inh: 7%; EPAC2 agonist: 14%; EPAC1 ag: -11%; PTHR1 agonist: ?; EPAC1 antag: -16%; EPAC2 antagonist: -4%; FUS yeast rescue: ?; TDP-43 yeast inh: -22%

# Continuation.
# Codes: A = aSyn yeast inh; B = EPAC2 agonist; C = EPAC1 ag; D = PTHR1 agonist; E = EPAC1 antag; F = EPAC2 antagonist; G = FUS yeast rescue; H = TDP-43 yeast inh
CCOc1ccc(NS(=O)(=O)c2cc(OCC(N)=O)c(C)cc2Cl)cc1
  A: -7% | B: 7% | C: 7% | D: 0% | E: 14% | F: 6% | G: 25% | H: -14%

O=C(O)CNC(=S)N(Cc1ccccc1)Cc1cccnc1
  A: 1% | B: 4% | C: 5% | D: -64%[inhibitor] | E: 1% | F: 5% | G: -4% | H: 0%

O=C(Oc1cccc2ccccc12)C1CC1
  A: -3% | B: 1% | C: 6% | D: -5% | E: -9% | F: -12% | G: -2% | H: -2%

COc1cc(C(F)(F)F)c(C(=O)N(C)Cc2ccc(Cl)c(Cl)c2)cn1
  A: 8% | B: 0% | C: 3% | D: -30% | E: -16% | F: -25% | G: 21% | H: 30%

CCOC(=O)c1sc2nc3n(c(=O)c2c1C)CCCCC3
  A: 1% | B: -3% | C: -16% | D: -17%[57.5 µM] | E: -14% | F: 6% | G: 13% | H: 17%

COc1ccc(OC)c(N2C(=O)CC(C(C)c3ccccc3)C2=O)c1 (stereo not drawn)
  A: -2% | B: -79%[inhibitor][15.6 µM] | C: 0% | D: -4%[57.5 µM] | E: 2% | F: -13% | G: 1% | H: -7%

CCOC(=O)[C@@H]1[C@H]2COc3ccccc3[C@@H]2N2C(=O)N(c3cccc(Cl)c3)C(=O)[C@@]12C
  A: -5% | B: 21% | C: -3% | D: i | E: -27% | F: 1% | G: 33% | H: 0%

COc1ccc(Br)cc1/C=N/n1nnnc1N
  A: 0% | B: 4% | C: 9% | D: ? | E: -2% | F: -7% | G: -21% | H: 14%

Clc1ccc(-c2nc3ccccc3[nH]2)cn1
  A: -9% | B: -2% | C: 10% | D: -26% | E: -7% | F: -2% | G: -3% | H: -25%

CCCOc1ccc(NC2=CC(=O)CC(C)(C)C2)cc1
  A: 2% | B: -4% | C: 8% | D: ? | E: 10% | F: 1% | G: 17% | H: -20%

Cc1ccc2c(c1)c1nnc(SCC(=O)N3CCCc4ccccc43)nc1n2CC(=O)O
  A: -3% | B: 5% | C: -2% | D: -19% | E: 12% | F: 4% | G: 11% | H: -12%

O=C(CCCn1c(SCC(=O)c2ccc(F)cc2)nc2ccccc2c1=O)NCc1ccco1
  A: -18% | B: -16% | C: -5% | D: i | E: 14% | F: 13% | G: 15% | H: 15%

CSc1ccc(S(=O)(=O)N2CCC(C(=O)N3CCOCC3)CC2)cc1
  A: -1% | B: 12% | C: 10% | D: -7% | E: 26% | F: 3% | G: 19% | H: ?

Cc1cccc(N2CN=c3s/c(=C\c4ccncc4)c(=O)n3C2)c1
  A: 4% | B: 12% | C: 2% | D: -25%[57.5 µM] | E: -4% | F: 0% | G: 6% | H: 3%

COC(=O)C(CCCN1C(=O)c2ccccc2C1=O)(NC(C)=O)c1nn[nH]n1 (stereo not drawn)
  A: -3% | B: -2% | C: 2% | D: -21% | E: -8% | F: 4% | G: -28% | H: 1%

Cc1ccc(NCC(=O)c2ccc([N+](=O)[O-])cc2)cc1
  A: 11% | B: 1% | C: -7% | D: i | E: 12% | F: 11% | G: 19% | H: 14%

COc1ccc2c(c1)c(C(=O)N/N=C/c1cccs1)c(C)n2C
  A: -12% | B: 0% | C: 8% | D: i | E: 3% | F: 7% | G: -3% | H: 6%

O=C(CCc1ccccc1Cl)Nc1cc(S(=O)(=O)N2CCOCC2)ccc1N1CCCC1
  A: 9% | B: -4% | C: 4% | D: -17% | E: 4% | F: ? | G: 26% | H: -33%[inhibitor]

O=C(COC(=O)CCSc1ccccc1)NCc1ccccc1
  A: 0% | B: 8% | C: -1% | D: i | E: -13% | F: -18% | G: -4% | H: ?

CCN(CCCNC(=O)C1CCN(S(=O)(=O)c2cnc[nH]2)CC1)c1ccccc1
  A: 0% | B: -2% | C: -5% | D: i | E: 0% | F: 4% | G: -1% | H: 6%

Cc1ccc(S(=O)(=O)NC2CCCCC2)cc1
  A: 5% | B: 4% | C: -15% | D: -24% | E: 3% | F: -17% | G: -29% | H: 18%

COc1cc(/C=C/C(=O)O)cc(OC)c1
  A: 11% | B: -8% | C: 4% | D: ? | E: -10% | F: -2% | G: -34% | H: ?

C[C@@H]1CN([C@@H](C)CO)C(=O)CCCn2cc(nn2)CO[C@H]1CN(C)S(=O)(=O)c1cn(C)cn1
  A: 1% | B: 9% | C: -11% | D: -18% | E: -2% | F: 3% | G: -26% | H: 1%

CCCCc1nc(SCC(=O)N2CCCCC2)c2c(=O)n(C)c(=O)n(C)c2n1
  A: 18% | B: 7% | C: 22% | D: -33%[inhibitor] | E: -16% | F: -14% | G: 24% | H: ?

C(#Cc1c(-c2ccsc2)sc2ccccc12)c1ccsc1
  A: 13% | B: 14% | C: -25% | D: -11% | E: 2% | F: 3% | G: -12% | H: 8%

Cn1c(=O)c2c(nc(Sc3ccccc3N)n2C)n(C)c1=O
  A: 7% | B: 4% | C: 11% | D: i | E: 2% | F: 6% | G: 7% | H: 9%

C=CCN(CC=C)CCCOc1ccc(C)cc1OC
  A: -4% | B: 2% | C: 1% | D: -19% | E: 19% | F: 0% | G: 5% | H: -25%

O=C(O)C1CCCN1c1nc(C(F)(F)F)nc2ccccc12 (stereo not drawn)
  A: 3% | B: -1% | C: 1% | D: i | E: 8% | F: 6% | G: 2% | H: -4%[9.22 µM]

Cc1ccn2c(Nc3ccc4c(c3)OCO4)c(-c3ccc(O)cc3)nc2c1
  A: 4% | B: 11% | C: 10% | D: i | E: 6% | F: -7% | G: -9%&11% | H: 16%&0%

O=C(NC12CC3CC(CC(C3)C1)C2)c1cc([N+](=O)[O-])ccc1N1CCOCC1
  A: -3% | B: 8% | C: -5% | D: i | E: -4% | F: 2% | G: 24% | H: 6%

Cc1ccc(NC(=O)c2ccc(Cn3cc([N+](=O)[O-])cn3)cc2)c(C)c1
  A: 14% | B: -3% | C: 9% | D: 4% | E: 2% | F: -2% | G: 9% | H: ?

CN(C)S(=O)(=O)c1cccc(NC(=S)NCCc2ccccn2)c1
  A: 3% | B: 0% | C: 11% | D: i | E: 2% | F: -4% | G: -4% | H: 8%

# Bioassay records: PubChem, National Center for Advancing Translational Sciences (NCATS)
